# High-throughput results: PubChem BioAssay, National Center for Advancing Translational Sciences (NCATS)
# Nrf2 ARE act: qHTS of Nrf2 Activators; AREc32 ARE-luciferase reporter (MCF7-derived line), luminescence, 24 h; Potency, µM (highest dose often 46.1 µM), without a hit: top-dose activation, most hits filed as activators; hit rate 0.31% among 410,000; also: potency is read from the fitted curve at half-maximal effect; % of control where 0% means no effect; nearly all actives have a fitted effect of over 65% in size
#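 AREc32 cells carrying an ARE-driven firefly luciferase reporter were seeded at 1000 cells/well in OPTI-MEM with 5% FBS, then exposed to compound for 24 hr at 37 deg C. Luminescence was read with Steady-Glo after 30 min at RT.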
# Akt phos inh: HTS Assay for Inhibitors of Akt Phophorylation: Primary Screen | Neuro2A IGF-stimulated pAkt S473 HTRF, 20 min; stronger effect = lower value | activity change, % for hits at 50 µM | hit rate 0.32% among 360,000 | AID 651550, 2012; in the data active = activity change below about -80%; inconclusive = mostly about -51% to -80%; also: % is scaled to controls: 0 for no effect and ±100 for the full control effect
#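 Neuro2A cells (4,500/well, DMEM with 0.5% FBS) were treated with compound at a single 50 µM final concentration, stimulated with 6 nM IGF for 20 min at 37 °C, and lysed. Phospho-Akt Ser473 was read by HTRF as 665/615 ratio ×10^4.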
# Nrf2 block: Nrf2 qHTS screen for inhibitors. A549 ARE-Fluc reporter, luciferase luminescence, 18-24 h. Potency, µM (highest dose often 46 µM), inactives show at the top dose activity change, negative = inhibition, most hits filed as inhibitors. hit rate 2.1% among 360,000; also: potency is read from the fitted curve at half-maximal effect; % is scaled to controls: 0 for no effect and ±100 for the full control effect; nearly all actives have a fitted effect of over 60% in size
#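 Nrf2 function is reported as luminescence of an ARE-controlled luciferase in A549 cells. Compounds were tested at several concentrations, and a CellTiter-Fluor read on the same wells flagged cytotoxicity.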
# Mm-Cpn inhibitor: Inhibitors of TCP-1 ring complex (TRiC) of Methanococcus maripaludis (MmCpn): qHTS; hit rate 0.031% among 330,000; Chaperonin Mm-Cpn (Methanococcus maripaludis); purified Mm-Cpn ATPase, ADP Transcreener TR-FRET; Potency, µM (top dose mostly 76.9 µM), for the others: at the top dose activity, negative = inhibition, actives largely listed as inhibitors; also: potency is read from the fitted curve at half-maximal effect; % is scaled to controls: 0 for no effect and ±100 for the full control effect; nearly all actives have a fitted effect of over 80% in size
#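 ATPase read-out: TR-FRET ADP immunoassay (anti-ADP Eu cryptate vs ADP-d2), ex 320 nm, em 590/665 nm; signal drops as ADP forms. Enzyme 25 nM, ATP 10 uM, 30 min at 37°C after 10 min compound preincubation.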
# HepG2 tox: qHTS for Inhibitors of TGF-b: Cytotox Counterscreen. HepG2 CAGA-GFP viability, ATP luminescence, 18 h. Potency, µM (series often up to 46.1 µM), inactives show top-dose activity change, negative = cytotoxicity, usual class: cytotoxic. hit rate 0.76% among 410,000. AID 588856, 2011; also: potency is read from the fitted curve at half-maximal effect; some results filed as inactive show a strong effect at the top dose
#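 CellTiter-Glo luminescence gave cytotoxicity after 18 hours at 37 degrees C. The cells were HepG2 CAGA-GFP in 1% FBS DMEM, stimulated with 500 pg/mL TGF-beta after compound addition. %Activity was normalised to no-cell wells (complete cell-killing) and DMSO (no toxicity), and curves were fitted and classified.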
# A549 viability: Nrf2 qHTS screen for inhibitors: counterscreen for cytotoxicity; AID 504648, 2011; hit rate 0.16% among 390,000; A549 ARE-Fluc cells, CellTiter-Fluor viability, 18-24 h; Potency, µM (titrated, usually from 46 µM), for inactives: top-dose activity change, negative = cytotoxicity, usual class: inhibitors; also: potency is read from the fitted curve at half-maximal effect; % is scaled to controls: 0 for no effect and ±100 for the full control effect
#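 Cytotoxicity counterscreen: CellTiter-Fluor fluorescence was measured in A549 ARE_Fluc cells after 18-24 h of compound exposure in a concentration series. The subsequent BugLite luminescent read reports ARE-luciferase activity.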
# Abeta rescue: qHTS for compounds that reverse cellular toxicity of Amyloid beta (A-beta) peptide in yeast: Primary Screen; Potency, µM (doses to about 46.1 µM), for inactives: top-dose growth rescue, most hits filed as activators; AID 1347071, 2019; hit rate 0.063% among 410,000; yeast expressing A-beta42, growth rescue, OD600, 48 h; response scale: 0% DMSO, 100% iron-clioquinol control; also: potency is read from the fitted curve at half-maximal effect; nearly all actives have a fitted effect of over 55% in size
#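 Yeast growth medium received pinned compounds, then yeast cells expressing toxic A-beta were added; plates incubated at 30 C for 48 hr. Growth read as absorbance at 600 nm, normalized to DMSO and equimolar FeCl3 plus clioquinol controls.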
# CCT modulator: High-Throughput Screening for Modulators of Cytosolic Chaperonin Activity; purified chaperonin ATPase assay, HTRF ADP detection, 30 min; activity change, % (no concentration beside the values), hits read low; hit rate 0.3% among 360,000; AID 651819, 2012; in the data active = activity change below about -30%; also: % is scaled to controls: 0 for no effect and ±100 for the full control effect
#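 First, chaperonin was dispensed at 40 nM or 20 nM final depending on batch activity. Next, compounds were pinned at 76 uM and ATP added at 10 uM. After 30 min at 37 °C, ADP detection reagents ran 30 min at ambient temperature.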
# TGFb SMAD3 inh: qHTS for Inhibitors of TGF-b | HepG2 CAGA-GFP TGF-b/SMAD3 reporter, GFP fluorescence, 18 h; TGF-beta stimulated, 500 pg/mL final | Potency, µM (doses to about 46.1 µM), for inactives: at the top dose activity, negative = inhibition, most hits filed as inhibitors | hit rate 1.2% among 410,000 | AID 588855, 2011; also: potency is read from the fitted curve at half-maximal effect; % is scaled to controls: 0 for no effect and ±100 for the full control effect; nearly all actives have a fitted effect of over 65% in size
#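 Per well, imaged GFP fluorescence of HEPG2 CAGA-GFP cells gives the signal; cells get compound, then TGF-beta (500 pg/mL final), 18 h at 37 degrees C; %Activity versus -TGF-beta and +DMSO controls.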
# Starred values were filed as active, the others as inactive; i = inactive; ? = inconclusive; . = not tested or not shown; [ ] = remark or other dose. Unless noted, calls follow the shape of the dose curve; as a rule, active = well fitted curve in the direction sought with a large enough effect; inconclusive = small, poorly fitted or top-dose-only effect, or another doubt; inactive = no such curve, though single readings can be large; an effect the other way counts as inactive or inconclusive. No enrichment for hits (roughly 4.3% active in at least one column).
smiles	A549 viability	CCT modulator	Nrf2 block	TGFb SMAD3 inh	Mm-Cpn inhibitor	Abeta rescue	Akt phos inh	Nrf2 ARE act	HepG2 tox
Cc1cccc(C)c1Nc1c(-c2ccccc2Cl)nc2cnccn12	-16.9%	.	9.1%[9.27 µM]	-22.2%	.	2.0%	.	4.7%	-22.5%
Cc1ccc(Nc2c([N+](=O)[O-])ccc3nonc23)c(C)c1	-4.5%	0.0	0.3%	0.0%	-4.6%	3.5%	i	1.9%	-6.6%
Fc1ccc(-c2csc3nnc(SCc4cccnc4)n23)cc1	1.9%	0.8	.	0.0%	-0.4%	-3.8%	i	-0.6%	6.4%
COc1ccc(OC)c(CC(=O)Nc2ccc3c(c2)c(=O)n(C)n3Cc2cccc(C(F)(F)F)c2)c1	.	-4.6	.	-11.5%	.	-11.0%	i	-0.6%[9.22 µM]	-26.7%
O=C(NC1CC1)c1cc(=S)[nH]c2ccccc12	-11.2%	-0.2	0.3%	-6.6%	0.1%	4.1%	i	-0.8%	4.1%
O=C(NCc1ccccc1)C1C(=O)N(Cc2ccccc2)C(=O)C1C1(O)CCCC1 (centres undefined)	2.7%	-3.1	2.6%	1.1%	2.0%	10.2%	i	-0.1%	2.2%
CCC1CN(C(=O)N2CCC(C(=O)NCc3ccccc3OC)CC2)c2ccccc2O1 (centres undefined)	-23.6%	1.6	?	-25.0%	4.2%	-9.6%	i	0.2%	-16.2%
CCCCCOC(=O)CSc1nc2c(c(=O)[nH]c(=O)n2C)n1CCc1ccccc1	-0.7%	1.7	?	7.8%	1.0%	4.8%	i	0.0%	13.2%
Cc1ccc(C(=O)NCC(c2cccs2)N(C)C)cc1S(=O)(=O)N1CCOCC1 (centres undefined)	0.5%	0.6	6.6%	-8.4%	-0.6%	-5.3%	i	1.6%	-8.8%
CCOC(=O)N1CCC(N(CCN(C)C)C(=S)Nc2cccc(Cl)c2C)CC1	2.1%	-1.9	-19.7%	0.0%	1.1%	10.6%	i	-0.1%	26.9%
CCc1[nH]nc2c1C1(CCN(C(=O)c3ccccc3)CC1)C(C#N)=C(N)O2	-4.9%	-0.8	-10.0%	-1.5%	3.6%	12.7%	i	0.5%	-12.9%
CN(C)CCN1CCN(C(c2cc3ccccc3o2)c2nnnn2C(C)(C)C)CC1 (centres undefined)	.	-2.2	.	.	.	1.9%	i	0.0%	.
CCCCn1c(=O)[nH]c(=O)c2c1nc(-c1ccccc1OC(F)F)n2C	-2.6%	-4.4	-26.1%	2.7%	-0.6%	19.0%	i	0.5%	-2.6%
CCOc1ccc2nc(SCc3ccc(CC(=O)O)cc3)c(C#N)cc2c1	-4.0%	-1.4	?	-5.2%	2.3%	0.1%	i	-1.2%	1.7%
CC(=O)OCC1OC(OC2C[C@]3(C)C(CC(O)C4C([C@](C)(CCC=C(C)C)OC5OC(CO)C(O)C(O)C5O)CC[C@]43C)[C@@]3(C)CCC(O)C(C)(C)C23)C(O[C@@H]2OC(C)C(O)C(O)C2O)C(O)C1O (some centres undefined)	-0.4%	0.1	-6.6%	18.4%	1.8%	0.5%	i	0.0%	-7.2%
N#CCc1ccc(-c2cccc3nccn23)cc1	.	1.5	.	-22.8%	.	-14.9%	i	2.4%	-10.9%
COc1ccc(CCNC(=O)c2c(O)c3cccc4c3n(c2=O)CC4)cc1OC	0.0%	-3.7	10.0%	4.4%	-19.5%	3.2%	?	0.3%	2.3%
COc1cc(OC)nc(NC(=O)CS(=O)(=O)c2ccccc2)n1	-8.2%	1.0	9.2%	2.1%	0.3%	-11.5%	i	-0.5%	-42.9%
COCCN(C(=O)COC(=O)c1ccccc1Nc1ccccc1)c1c(N)n(Cc2ccccc2)c(=O)[nH]c1=O	1.4%	-4.1	?	11.2µM*	-4.4%	10.9%	i	0.5%	-2.6%
CC(=O)Oc1ccc(C#C/C=C2\c3ccccc3C(=O)N2c2ccccc2)cc1	?	1.0	?	?	-1.5%	-8.5%	i	?	-95.5%
Cc1cccc(Cn2c(CN3CCC(C(=O)NCc4ccccc4Cl)CC3)cc3ccccc32)c1	-7.3%	.	.	-8.4%	.	10.4%	.	4.3%	-11.5%
CCc1ccc(OCC(=O)NCCc2ccc3c(c2)OCCO3)cc1	8.2%	-1.3	11.5%	6.4%	-3.1%	13.4%	i	0.3%	-2.6%
CCC(=O)N1CCc2cc(S(=O)(=O)N3CCN(c4ccccc4F)CC3)ccc21	-2.0%	.	0.2%	-3.4%	.	-4.0%	.	-0.1%	-17.7%
CCc1ccccc1N/N=C(/C)c1c(O)cc(C)oc1=O	-0.1%	1.5	3.7%	3.8%	-2.2%	14.7%	i	2.4%	1.0%
O=C(NCCC(=O)N1CCN(c2cccc(Cl)c2)CC1)c1ccc(Br)cc1	-25.1%	-0.3	?	?	0.0%	-25.8%	i	2.7%	-12.3%
COc1ccc(Cn2cnc3sccc3c2=O)cc1	-6.4%	-0.4	-3.7%	9.7%	0.3%	-0.3%	i	2.5%	-6.8%
CCCCn1c(N)c(N(CC(C)C)C(=O)c2cccc(-n3cnnn3)c2)c(=O)[nH]c1=O	-1.2%	-0.7	15.7%	-10.6%	-1.1%	10.3%	i	-0.6%	6.2%
O=S(=O)(c1ccccc1)N1CCN(c2ncccn2)CC1	-4.3%	2.5	5.3%	-19.6%	-1.1%	8.6%	i	0.1%	0.0%
O=C(Nc1ccc(Cl)c(Cl)c1)N(Cc1c[nH]c2ccccc12)C1CCCCC1	-0.4%	.	?	-6.8%	.	7.7%	.	5.0%	-1.1%
CCN(CC)CCN1C(=O)C(=O)/C(=C(/O)c2ccc(OC)c(OC)c2)C1c1ccccn1 (centres undefined)	?	-1.9	-16.6%	-0.3%	0.4%	-15.8%	i	1.5%	1.3%
O=C1[C@H]2[C@@H](c3ccc(F)cc3)N3C(=O)N(c4cccc(Br)c4)C(=O)[C@@]3(Cc3ccc(Cl)cc3)[C@H]2C(=O)N1C1CCCCC1	0.6%	0.8	8.6%	-6.3%	3.3%	6.3%	i	0.3%	-18.5%
COc1ccc(NC2CCCN(C(=O)c3ccccc3N3CCOCC3)C2)cc1OC (centres undefined)	-5.4%	-7.1	2.7%	?	-2.9%	-12.2%	i	0.3%	0.9%
O=C(NCCS(=O)(=O)N1CCCCC1)c1ccccc1	5.1%	0.8	-5.0%	-3.6%	0.5%	-4.4%	i	1.9%	51.2%
CCC1CN(C(=O)Nc2cc(OC)cc(OC)c2)c2ccccc2S1 (centres undefined)	-1.7%	.	-3.6%	?	.	12.3%	.	2.6%	-33.6%
CC(Oc1ccc(Cl)cc1Cl)C(=O)Nc1cccc(O)c1 (centres undefined)	-2.2%	0.3	-8.1%	-3.5%	-18.4%	-5.9%	i	0.2%	-1.5%
Cc1nc(-c2cccc(S(=O)(=O)N3CC(C)OC(C)C3)c2)cs1 (centres undefined)	0.3%	-1.0	-27.1%	?	-0.7%	-11.4%	i	0.6%	-15.5%
COCCNC(=O)c1cc2cc(Br)cc(OC)c2oc1=O	-13.0%	3.2	-6.2%	-6.4%	2.0%	9.8%	i	-0.4%	-4.2%
CC(=O)N/C(=C/c1ccccc1)c1ccccc1	-0.5%	-0.1	4.1%	-3.5%	0.1%	17.7%	i	-0.9%	0.9%
CCOC(=O)c1cc2c(ccn2C)n1Cc1ccccc1Cl	-0.4%	0.9	-26.4%	-0.8%	-0.5%	1.3%	i	-0.4%	-14.9%
CC1CCCN(CCCNS(=O)(=O)c2cc(Br)cc3c2N(C(=O)C2CC2)CC3)C1 (centres undefined)	-9.7%	3.2	?	0.1%	-1.3%	-18.6%	i	-0.7%	-44.7%
Cc1c(C(=O)Nc2cc(S(=O)(=O)N3CCOCC3)ccc2N2CCN(C)CC2)oc2ccccc12	?	-1.5	-20.2%	-2.2%	2.1%	-18.0%	i	2.5%	-10.3%
C=CCn1c(SCCN2CCCCC2)nc2c1c(=O)[nH]c(=O)n2C	5.4%	-0.8	-2.7%	-4.5%	3.3%	2.5%	i	0.2%	1.9%
COc1ccc(CCN2CC(C(=O)NCc3ccccc3)CCC2=O)cc1 (centres undefined)	6.3%	-7.9	4.8%	1.5%	0.9%	-1.4%	i	0.0%	2.8%
CC(C)C[C@H]1CNC(=O)C(=O)N1C[C@H]1CCCN1C[C@H](Cc1ccc(O)cc1)N1C[C@H](CC(C)C)N(CC2CCCCCC2)C(=O)C1=O	.	-0.5	.	.	.	-6.3%	i	0.9%	.
